Compound activity: PubChem, National Center for Advancing Translational Sciences (NCATS)
GLP-1R inv ag = GLP-1 receptor (human) inverse agonism; HEK293 GLP-1R CRE-luciferase, luminescence, 24 h; GLP-1R form is constitutively active; Potency, µM (highest dose often 38.3 µM), without a hit: at the top dose activity change, negative = inhibition, most hits filed as inhibitors; 410,000 compounds, 1.6% hits; note: potency is the fitted concentration of half-maximal effect; % is set by controls: 0 for no effect and ±100 for the full control effect; nearly all actives have a fitted effect of over 55% in size
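HEK293 cells stably co-expressing constitutively active GLP-1R and a cAMP-responsive luciferase reporter were seeded in DMEM with 10% Nu serum, given compounds after 12 h, and incubated 24 h at 37 deg C. Luminescence was then read.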
DRD3 agonist = D3 dopamine receptor (human) agonism | D3R DiscoveRx beta-arrestin cells, luminescence, 90 min | max activation, % | 410,000 compounds, 0.58% hits | AID 652048; in the data active = max activation above about 30%; note: 0% is about no effect; mostly tested at two doses, the higher about 12 µM
Target sequence (P35462 whole entry, looked up): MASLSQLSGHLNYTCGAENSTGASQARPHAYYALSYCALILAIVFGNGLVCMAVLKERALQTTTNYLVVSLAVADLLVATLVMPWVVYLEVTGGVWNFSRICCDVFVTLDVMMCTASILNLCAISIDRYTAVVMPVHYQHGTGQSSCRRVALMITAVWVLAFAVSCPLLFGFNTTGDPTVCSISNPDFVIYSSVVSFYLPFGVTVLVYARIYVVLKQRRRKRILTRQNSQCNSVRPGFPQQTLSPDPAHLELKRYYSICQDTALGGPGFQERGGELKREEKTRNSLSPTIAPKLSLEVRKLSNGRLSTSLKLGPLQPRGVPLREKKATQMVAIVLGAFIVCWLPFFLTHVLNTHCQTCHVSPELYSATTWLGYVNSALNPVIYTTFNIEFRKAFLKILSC
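Agonist mode: compounds and dopamine controls were applied to plated cells for 90 min at 37 degrees C after an overnight attachment at 1500 cells/well. Luminescent read-out followed 30 - 60 minutes at room temperature with DiscoveRx detection reagent.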
GLP-1R agonist = agonists of human GLP-1 receptor. P43220. HEK293 GLP-1R CRE-luciferase, luminescence, 4-6 h; cells express a hypersensitive GLP-1R form. Potency, µM (highest dose often 45.6 µM), for the others: at the highest dose activation, most hits filed as activators. 380,000 compounds, 0.007% hits. AID 624172; note: potency is the fitted concentration of half-maximal effect; % of control where 0% means no effect
D3 antag = antagonists of human D3 dopamine receptor. max response, negative = inhibition, %. AID 652054. 360,000 compounds, 2.5% hits. D3R cells, DiscoveRx beta-arrestin luminescence, antagonist mode; active compounds read low; in the data active = max response below about -50%; inconclusive = no clear call, values can overlap the other calls; note: % is set by controls: 0 for no effect and ±100 for the full control effect; mostly tested at two doses, the higher about 12 µM
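Cells expressing the human receptor were seeded at 1500 cells/well, incubated overnight at 37 degrees C in 5% CO2, then exposed to library compounds with dopamine controls for 90 minutes at 37 degrees C before luminescent detection.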
HEK293 tox = cytotoxicity counter-screen for GLP-1 receptor inverse agonists | HEK293 cAMP-luciferase reporter cells, luminescence, 24 h | Potency, µM (series often up to 38.3 µM), for inactives: at the highest dose activity change, negative = inhibition, most hits filed as inhibitors | 410,000 compounds, 0.13% hits;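 note: loss of luciferase light is scored as toxicity; potency is the fitted concentration of half-maximal effect; % is set by controls: 0 for no effect and ±100 for the full control effect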
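Here, cytotoxicity is scored as loss of luminescence. The MLSMR collection was tested on cells seeded in medium containing 10% Nu serum, with a 24 hr compound exposure preceded by 12 hours of culture.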
TDP-43 yeast inh = inhibitors of TDP-43 toxicity in yeast; TDP-43 expressing yeast growth rescue, BacTiter-Glo, 24 h; Potency, µM (titrated, usually from 46.1 µM), without a hit: top-dose growth rescue (activation), usual class: activators; 410,000 compounds, 1.8% hits; AID 652104; note: potency is the fitted concentration of half-maximal effect; % of control where 0% means no effect; nearly all actives have a fitted effect of over 50% in size
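Luminescence from BacTiter-Glo reports growth of TDP-43-expressing yeast after 24 hr at 30 deg C with compound. Cells were raffinose-pregrown to mid-log, then seeded in galactose medium at OD600=0.02.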
KB-V1 cytotox = kills drug-selected multidrug resistant KB-V1 cells; KB-V1 MDR cells viability, CellTiter-Glo, 72 h; Potency, µM (series often up to 46.1 µM), inactives show top-dose activity change, negative = cytotoxicity, most hits filed as cytotoxic; 400,000 compounds, 3.4% hits; AID 1347076; note: potency is the fitted concentration of half-maximal effect; % is set by controls: 0 for no effect and ±100 for the full control effect; nearly all actives have a fitted effect of over 60% in size
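Luminescent ATP read-out (CellTiter-Glo, 10 min) measures survival of drug-selected KB-V1 MDR cells after 72 h, 37 degrees C compound exposure. Medium: phenol-red-free DMEM, 10% FBS. Values from fitted concentration-response curves.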
PTHR1 ag = agonists of human PTHR1 parathyroid hormone receptor; Q03431; 410,000 compounds, 0.075% hits; HEK293 GP2 PTHR1 cells, GloSensor cAMP luminescence, 1 h; Potency, µM (titrated, usually from 115 µM), for the others: at the highest dose activation, hits mostly activators; note: potency is the fitted concentration of half-maximal effect; nearly all actives have a fitted effect of over 55% in size; some results filed as inactive show a strong effect at the top dose; inactives centre near -15; many of its hits are not listed in these tables
Target sequence (Q03431 whole entry, looked up): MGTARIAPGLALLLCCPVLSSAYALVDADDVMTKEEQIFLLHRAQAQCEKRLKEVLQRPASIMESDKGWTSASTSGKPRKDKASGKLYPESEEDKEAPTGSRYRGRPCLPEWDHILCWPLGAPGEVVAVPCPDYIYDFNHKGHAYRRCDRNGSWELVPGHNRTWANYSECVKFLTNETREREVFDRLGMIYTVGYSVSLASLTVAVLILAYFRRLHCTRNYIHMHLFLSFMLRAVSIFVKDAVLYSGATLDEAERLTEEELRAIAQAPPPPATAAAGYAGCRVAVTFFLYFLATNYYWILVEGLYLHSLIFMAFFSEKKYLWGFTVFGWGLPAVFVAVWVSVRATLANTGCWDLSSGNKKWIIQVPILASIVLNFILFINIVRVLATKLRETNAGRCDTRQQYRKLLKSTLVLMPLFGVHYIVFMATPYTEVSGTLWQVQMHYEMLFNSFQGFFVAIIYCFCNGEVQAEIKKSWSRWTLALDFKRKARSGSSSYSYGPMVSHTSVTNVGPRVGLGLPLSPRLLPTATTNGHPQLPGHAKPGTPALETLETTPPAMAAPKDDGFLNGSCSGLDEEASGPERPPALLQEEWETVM
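HEK-293-derived GP2 cells expressing PTHR1 and a GloSensor cAMP reporter, 3,000/well, plated overnight, given luciferin plus IBMX (each 0.5 mM as added) for 1 h at 37 °C, then compound for 1 h at 37 °C. Luminescence was read after 15 min at room temperature.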
aSyn rescue = rescues yeast growth from alpha-synuclein toxicity. Potency, µM (top dose mostly 46.1 µM), for inactives: at the highest dose growth rescue (activation), hits mostly activators. 370,000 compounds, 0.14% hits. Yeast expressing alpha-synuclein, growth rescue, BacTiter-Glo, 24 h. AID 652106; note: potency is the fitted concentration of half-maximal effect; % of control where 0% means no effect; nearly all actives have a fitted effect of over 65% in size
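Screening used galactose-induced yeast with toxic alpha-synuclein levels, exposed to compound for 24 hr at 30 deg C. Cell growth, read with BacTiter-Glo luminescence, gave the measured signal.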
An asterisk follows results filed as active; i = inactive; ? = inconclusive; . = not tested or not shown; [ ] = remark or other dose. Unless noted, calls come from the whole dose curve; as a rule, active = well fitted curve in the direction sought with a large enough effect; inconclusive = small, poorly fitted or top-dose-only effect, or another doubt; inactive = no such curve, though single readings can be large; an effect the other way counts as inactive or inconclusive.

1) CCC1=NC(c2ccccc2OC)N(O)C1(C)C (stereo unspecified)
2) O=C(c1cnn2c(C(F)(F)F)cc(-c3ccco3)nc12)N1CCc2ccccc2C1
3) Cc1ccccc1N=Cc1cccc(O)c1O
4) Cc1ccccc1C(=O)Nc1nnc(-c2ccco2)o1
5) O=C(COc1ccc2c3c(c(=O)oc2c1)CCCC3)NCC(O)c1ccccc1 (stereo unspecified)

Screen / compound no. | 1 | 2 | 3 | 4 | 5
GLP-1R inv ag | 47%[activator] | -22% | 39%[activator] | ? | 23%
KB-V1 cytotox | 9% | ? | ? | ? | 7%
PTHR1 ag | i | 0%[57.5 µM] | i | -19% | i
aSyn rescue | 2% | 0% | 10% | 4% | 1%
D3 antag | 4 | -4 | ? | -7 | 3
GLP-1R agonist | -7% | -1% | -25% | -4% | -8%
HEK293 tox | 6% | 44%[activator] | -27% | -1% | 3%
TDP-43 yeast inh | -8% | 15% | 19% | -21% | -10%
DRD3 agonist | 8 | 0 | 9 | 4 | -12

Overlap with the part before: 3 compounds, followed by the next part.
3) Cc1ccccc1N=Cc1cccc(O)c1O
4) Cc1ccccc1C(=O)Nc1nnc(-c2ccco2)o1
5) O=C(COc1ccc2c3c(c(=O)oc2c1)CCCC3)NCC(O)c1ccccc1 (stereo unspecified)
6) O=C(NCc1ccccc1)/C(=C/c1ccccc1)NC(=O)c1ccco1
7) C=CC#CC1(O)CC(C)N(C)CC1C (stereo unspecified)
8) Cc1cnc(NC(=O)c2cc3c(C)nn(-c4ccccc4)c3s2)s1
9) CCOc1ccccc1-c1cc(-c2ccccc2)nc2c1c(=O)n(C)c(=O)n2C
10) COc1ccc(C(C)=O)cc1CN1C(=O)C(C)N(c2ccc(C)cc2)C1=O (stereo unspecified)

Screen / compound no. | 3 | 4 | 5 | 6 | 7 | 8 | 9 | 10
GLP-1R inv ag | 39%[activator] | ? | 23% | -2% | 4% | 8% | 8% | 5%
KB-V1 cytotox | ? | ? | 7% | -19% | -10% | -17% | -25% | -9%
PTHR1 ag | i | -19% | i | 1% | i | i | 10% | i
aSyn rescue | 10% | 4% | 1% | 0% | -2% | -2% | 0% | 13%
D3 antag | ? | -7 | 3 | -12 | -66* | 22 | -14 | 6
GLP-1R agonist | -25% | -4% | -8% | 9% | 1% | 0% | 1% | 10%
HEK293 tox | -27% | -1% | 3% | 5% | -4% | 6% | 77%[activator] | 5%
TDP-43 yeast inh | 19% | -21% | -10% | 2% | -18% | -12% | -1% | 19%
DRD3 agonist | 9 | 4 | -12 | -13 | 6 | 17 | -3 | 1

11) CC1C(=O)Nc2ccccc2N1C(=O)c1cccc(C(F)(F)F)c1 (stereo unspecified)
12) Cc1ccc(C(=O)N2CCN(c3ccc(NC(=O)c4ccc(Br)o4)cc3)CC2)cc1
13) COc1ccc(CCNC(=O)Nc2ccc3c(c2)OCO3)cc1OC
14) Cc1onc(-c2ccc(Cl)cc2)c1-c1ccnc(SCC(=O)Nc2ccc(C(C)C)cc2)n1
15) Cc1ccsc1/C=C1/NC(=O)N(Cc2ccc(F)cc2)C1=O

Screen / compound no. | 11 | 12 | 13 | 14 | 15
GLP-1R inv ag | -13% | 15% | -12% | ? | -21%
KB-V1 cytotox | -4% | -24% | 5% | -4% | -12%
PTHR1 ag | -21% | -89%[inhibitor][57.5 µM] | i | 0% | -15%
aSyn rescue | 0% | 6% | 2% | 19% | -5%
D3 antag | 11 | 16 | 16 | 14 | -24
GLP-1R agonist | 0% | -7% | 23% | 18% | 10%
HEK293 tox | -4% | 19% | -22% | 6% | -4%
TDP-43 yeast inh | 10% | ? | 21% | -14% | -10%
DRD3 agonist | 4 | 9 | 1 | 5 | -7

16) CCOC(=O)N1CCN(C(=O)CSCC(=O)Nc2nc(-c3ccc(C)cc3)cs2)CC1
17) Cc1ccc(Oc2ccc(/C=N/O)cn2)cc1
18) COc1ccc(/C=C2\SC(=O)N(CCc3nnc(N)s3)C2=O)cc1
19) COc1ccc(OC)c(N(C)S(=O)(=O)c2cc3c(cc2C)NC(=O)CO3)c1
20) COC(=O)c1cn[nH]c1NC(=S)Nc1ccccc1C

Screen / compound no. | 16 | 17 | 18 | 19 | 20
GLP-1R inv ag | 11% | 18% | ? | 1% | 8%
KB-V1 cytotox | ? | 13% | 2% | 7% | 1%
PTHR1 ag | -51%[inhibitor] | -5% | i | i | -33%[inhibitor][57.5 µM]
aSyn rescue | -3% | -12% | 9% | -11% | 0%
D3 antag | 16 | -5 | 1 | -5 | 59
GLP-1R agonist | 5% | 1% | 1% | 4% | 1%
HEK293 tox | -2% | -5% | 9% | -9% | 7%
TDP-43 yeast inh | 9% | 18% | -12% | -2% | -11%
DRD3 agonist | -6 | 0 | 1 | -4 | -8

21) Cc1cc(C)c(Cn2cnc3nc4c(cc3c2=O)CCCC4)c(C)c1
22) Cc1ccc(-c2csc(NC(=O)CSc3ncn(-c4ccccc4)n3)n2)cc1
23) COc1ccccc1CNC(=O)c1cnc(N2CCCC2)nc1C
24) CC1CCCCN1Cc1nc2c(c(=O)n(C)c(=O)n2C)n1CCc1ccccc1 (stereo unspecified)
25) CCOC(=O)C(=CNc1cc(C)nn1C(C)(C)C)C(=O)OCC

Screen / compound no. | 21 | 22 | 23 | 24 | 25
GLP-1R inv ag | ? | 0% | 6% | 3% | 26%
KB-V1 cytotox | -6% | -6% | -6% | -11% | 0%
PTHR1 ag | ? | -29% | -12% | i | i
aSyn rescue | . | -10% | . | -6% | -21%
D3 antag | . | -5 | . | -22 | 52
GLP-1R agonist | . | -2% | . | -25% | 23%
HEK293 tox | 2% | -12% | -3% | 2% | -5%
TDP-43 yeast inh | 10% | 14% | ? | 2% | 27%
DRD3 agonist | -16 | 3 | 0 | 0 | 0

26) CCN(c1ccc(NC(=O)CCNC(=O)c2ccco2)cc1)C(C)C
27) Cc1ccc(OCCCNCCO)c(Br)c1
28) COc1ccc(/C(O)=C2\C(=O)C(=O)N(Cc3ccco3)C2c2cc(OC)ccc2OC)cc1 (stereo unspecified)
29) CC(C)N1CCC1(C)C(=O)Nc1cccc(C#N)c1 (stereo unspecified)
30) NC(=O)c1ccsc1NC(=O)CN1CCN(S(=O)(=O)c2ccccc2C(F)(F)F)CC1

Screen / compound no. | 26 | 27 | 28 | 29 | 30
GLP-1R inv ag | -3% | 4µM* | 0% | -10% | ?
KB-V1 cytotox | 15% | 0% | 10% | 19% | ?
PTHR1 ag | -24% | i | 0%[57.5 µM] | i | -41%[inhibitor]
aSyn rescue | 1% | 1% | -4% | 1% | -7%
D3 antag | 1 | -60* | 4 | 15 | 27
GLP-1R agonist | 11% | -7% | -4% | 2% | -1%
HEK293 tox | 1% | ? | -11% | -3% | -25%
TDP-43 yeast inh | 4% | 0% | -4% | 23% | 11%
DRD3 agonist | -3 | -2 | -4 | -8 | 3

The closing 2 entries of the section above lead into the next.
29) CC(C)N1CCC1(C)C(=O)Nc1cccc(C#N)c1 (stereo unspecified)
30) NC(=O)c1ccsc1NC(=O)CN1CCN(S(=O)(=O)c2ccccc2C(F)(F)F)CC1
31) CC(C)NC(=O)CSc1nncn1-c1ccccc1
32) Cn1ncc(N=Cc2ccccc2O)c1C(=O)Nc1ccccc1
33) CCOC(=O)CNC(=O)CSc1nnc(-c2cccc(C)c2)n1-c1ccc(OC)cc1
34) COc1ccc(C(CNC(=O)CSc2ccccc2F)N2CCOCC2)cc1 (stereo unspecified)
35) O=C(CCN1C(=O)c2ccccc2C1=O)C1=NN[C@@H]2C(=O)N(c3cccc(F)c3)C(=O)[C@H]12

Screen / compound no. | 29 | 30 | 31 | 32 | 33 | 34 | 35
GLP-1R inv ag | -10% | ? | 12% | -4% | 0% | -17% | 1%
KB-V1 cytotox | 19% | ? | 7% | ? | -4% | -14% | 21%
PTHR1 ag | i | -41%[inhibitor] | -10% | -2% | -29%[57.5 µM] | ? | i
aSyn rescue | 1% | -7% | -2% | -7% | 4% | 2% | 0%
D3 antag | 15 | 27 | -3 | 26 | -24 | 0 | 9
GLP-1R agonist | 2% | -1% | -9% | -8% | 0% | 3% | -1%
HEK293 tox | -3% | -25% | -11% | -5% | -9% | -2% | -1%
TDP-43 yeast inh | 23% | 11% | -5% | -4% | 0% | -34% | 10%
DRD3 agonist | -8 | 3 | -1 | 0 | -4 | -8 | 8

36) COc1cc(C)c(S(=O)(=O)n2nnc3ccccc32)cc1C
37) Cc1ccc(NC(=O)Nc2ncccc2C)cc1
38) COC(=O)CCC(=O)NNC(=O)CCC(=O)Nc1cccc(Cl)c1C
39) CCCc1cc(=O)[nH]c(SCC(=O)Nc2ccc(Cl)c(S(=O)(=O)N3CCOCC3)c2)n1

Screen / compound no. | 36 | 37 | 38 | 39
GLP-1R inv ag | 2% | -22% | 8% | 46%[activator]
KB-V1 cytotox | 4% | -6% | 1% | 1%
PTHR1 ag | i | -28% | i | i
aSyn rescue | -2% | -9% | 5% | 0%[1.84 µM]
D3 antag | 7 | 27 | 11 | 1
GLP-1R agonist | 3% | 7% | 0% | 3%
HEK293 tox | 6% | 71%[activator] | 5% | 0%
TDP-43 yeast inh | -21% | 27% | -6% | 17%
DRD3 agonist | -11 | -5 | 5 | 0

Only part of the results is shown, so the mix of outcomes need not match the whole.
